FXIa inh = human FXIa protease inhibitors, primary screen, biochemical, 1536-well | Coagulation factor XI (Homo sapiens), P03951 | AID 798, 2007 | 0.14% of 220,000 active | inhibition, % at 5 µM | purified FXIa, Boc-Glu-Ala-Arg-AMC fluorogenic substrate;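 active = inhibition of at least 40%; inactive = inhibition below 40%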;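 note: fluorescence of freed AMC excited at 355 nm; 0% = enzyme without compound and 100% = no enzyme blank; many of its hits are not listed in these tables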
Target sequence (P03951 19-387 limits assumed): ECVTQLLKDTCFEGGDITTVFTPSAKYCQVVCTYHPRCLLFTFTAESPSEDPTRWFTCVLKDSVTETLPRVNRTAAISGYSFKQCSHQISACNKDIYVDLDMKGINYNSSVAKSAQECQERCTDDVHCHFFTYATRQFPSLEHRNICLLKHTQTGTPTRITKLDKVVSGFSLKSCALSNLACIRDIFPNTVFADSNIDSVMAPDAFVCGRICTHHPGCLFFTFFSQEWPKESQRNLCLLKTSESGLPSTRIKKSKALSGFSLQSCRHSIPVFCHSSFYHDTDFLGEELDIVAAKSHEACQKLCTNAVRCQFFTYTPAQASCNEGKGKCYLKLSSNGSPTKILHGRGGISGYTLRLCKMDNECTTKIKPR
Target sequence (P03951 388-625 limits assumed): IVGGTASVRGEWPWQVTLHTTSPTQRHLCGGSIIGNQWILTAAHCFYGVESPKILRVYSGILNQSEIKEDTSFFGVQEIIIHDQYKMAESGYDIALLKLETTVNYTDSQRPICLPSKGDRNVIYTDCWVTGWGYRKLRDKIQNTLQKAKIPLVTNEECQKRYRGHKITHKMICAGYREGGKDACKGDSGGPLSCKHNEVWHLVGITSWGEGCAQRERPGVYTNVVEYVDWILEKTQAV
CHOP inh = inhibitors of CHOP promoter induction, primary screen, cell-based, unfolded protein response, luciferase reporter | inhibition, % at 10 µM | 3.8% of 220,000 active | AID 2732, 2010 | CHO-K1 CHOP-promoter luciferase, tunicamycin-induced, 15-18 h;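 active = compounds that reduced the stress-induced luciferase reporter signal by more than about 70% of percent inhibition, limit read from the data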;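 note: 0% = tunicamycin plus vehicle and 100% = wells without tunicamycin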
TNF death inh = inhibitors of TNF-alpha triggered necroptosis, primary screen, cell-based, Jurkat FADD-/-, single concentration; Jurkat FADD-/- TNF necroptosis rescue, ATP luminescence, 24 h; 0 = TNF only, 100 = no-TNF cells; AID 463075, 2010; 0.068% of 220,000 active; activation (protection from cell death), % at 10 µM;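 active = activation, meaning protection from cell death, of at least 50% relative to plate controls; inactive = activation below 50%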;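 note: necroptosis triggered by 40 ng/mL TNF-alpha added together with compound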
Wee1 degr inh = Wee1 degradation inhibitors, primary screen, cell-based, HeLa, Wee1K328M-luciferase, luminescence; reporter increase, % at 5 µM; HeLa Luc-Wee1K328M stability; 100% = proteasome inhibitor MG132 effect; AID 1321, 2008; 1.2% of 220,000 active;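 active = activation above the mean of all tested compounds plus 3 SD, set per screening run, cut at about 8.8% in these data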;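 note: cells exposed to compound for 20 h before luminescence read; 0% = DMSO alone and 100% = MG132 at 30 µM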
PPC-1+TRAIL kill = compounds killing PPC-1 cancer cells with TRAIL present, primary screen, TRAIL potentiator project, ATPLite luminescence, uHTS | PPC-1 cells + TRAIL, ATPLite viability luminescence | cell killing (% activity), % at 4 µM | 0.41% of 220,000 active;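 active = cell killing above 50% in the first pass at 4 µM, then a duplicate retest at 5 µM averaging 50% or more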;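 note: plate controls were cells with TRAIL plus DMSO for no effect and medium-only wells lacking cells for full effect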
Tb hexokinase = Trypanosoma brucei hexokinase 1 inhibitors, primary screen, biochemical, G6PDH-coupled NADH absorbance, MLSCN library; hexokinase 1 [Trypanosoma brucei]; recombinant TbHK1, G6PDH-coupled NADH A340; inhibition, % at 10 µM; 0.11% of 220,000 active; AID 1430, 2008;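 active = inhibition of 50% or more in the single-dose primary screen; inactive = inhibition below 50%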
PGE2 EP2 inh = human EP2 receptor antagonists, primary screen, TR-FRET cAMP, C6 glioma cells. Prostaglandin E2 receptor EP2 subtype (Homo sapiens), P43116. C6 glioma cells expressing human EP2; cells stimulated with saturating PGE2. inhibition, % at 25 µM. 0.52% of 260,000 active;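 active = percent inhibition above 40 after rounding to a whole number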;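 note: rat C6 glioma host cells with rolipram phosphodiesterase inhibitor present; the protocol text gives 20 µM as final concentration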
Target sequence (P43116 whole entry, looked up): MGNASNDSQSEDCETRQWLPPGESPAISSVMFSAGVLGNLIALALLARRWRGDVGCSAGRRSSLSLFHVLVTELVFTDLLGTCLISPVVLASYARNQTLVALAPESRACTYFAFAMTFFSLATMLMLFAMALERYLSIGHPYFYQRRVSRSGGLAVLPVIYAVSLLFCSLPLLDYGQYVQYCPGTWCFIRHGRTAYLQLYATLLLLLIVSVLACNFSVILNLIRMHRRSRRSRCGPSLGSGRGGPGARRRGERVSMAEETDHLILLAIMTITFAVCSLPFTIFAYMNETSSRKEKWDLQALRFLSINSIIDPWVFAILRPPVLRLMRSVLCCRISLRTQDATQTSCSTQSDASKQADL
FXIIa inh = human FXIIa protease inhibitors, primary screen, biochemical, 1536-well; AID 800, 2007; inhibition, % at 5 µM; 0.3% of 220,000 active; purified FXIIa, Boc-QGR-AMC fluorogenic substrate, 2 h; Coagulation factor XII (Homo sapiens), P00748; in the data active = inhibition above about 40%;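 note: 0% = enzyme with no compound and 100% = blank without enzyme; many of its hits are not listed in these tables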
zVAD death inh = inhibitors of zVAD-triggered necroptosis, primary screen, L929 cells | L929 zVAD necroptosis rescue, ATP luminescence, 24 h; with zVAD 60 µM | viability rescue, % at 10 µM | 0.38% of 220,000 active;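 active = activation, scaled between plate controls, above about 75%, limit read from the data; inactive = activation under that limit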;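 note: 0% = zVAD with DMSO and 100% = DMSO alone without zVAD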
* = called active by the depositor; · = not tested or not shown; & = joins results of further samples. These rows are one share of the data; count on the stated rates, not on these rows.

item	SMILES	FXIa inh	CHOP inh	TNF death inh	Wee1 degr inh	PPC-1+TRAIL kill	Tb hexokinase	PGE2 EP2 inh	FXIIa inh	zVAD death inh
1	COc1cccc(S(=O)(=O)NCc2ccc(C(=O)Nc3ccc(C)cc3)cc2)c1	3	-28	1.0	4	9	-2	13	12	0.3
2	COC(=O)Cc1c[nH]c2ccc(OCC(O)CNC(C)C)cc12 (stereo not given)	-7	9	-0.2	-1	12	1	10	-5	1.1
3	CCCCOC(=O)Nc1ccc(N(C)C)cc1	9	7	3.3	-4	21	13	7	13	1.8
4	O=C(NCCc1csc(-c2cccnc2)n1)c1ccco1	15	-7	0.3	-1	1	6	14	21	0.5
5	Cc1ccc(-n2c(SCC(=O)NCC3CCCO3)nnc2-c2ccoc2C)cc1 (stereo not given)	0	25	-3.0	-1	7	3	15&17	13	-0.4
6	COc1ccc2[nH]cc(C(=O)CN3CCCCC3C)c2c1 (stereo not given)	3	15	1.7	1	-3	-1	13	17	3.2
7	COC(=O)c1ccc(/C=N/NC(=O)CCSc2nc3ccccc3s2)cc1	20	11	1.8	4	16	-4	6	27	0.5
8	CCCc1nn2c(N)c(/C=C3\C=Nc4ccccc43)c(=O)nc2s1	2&6	-22&-3	5.9&1.5	3&-2	7&9	-31&-12	7&11	2&16	0.3&0.9
9	O=C(Nc1ccc(Cl)cc1)Nc1nnc(SCc2ccccc2)s1	-5	5	-0.3	3	14	19	9	-2	16
10	COc1cc(/C=C/C(=O)O)cc(S(=O)(=O)Nc2ccc(F)cc2)c1OC	3	20	1.4	4	4	1	4	4	0.8
11	COc1ccc(S(=O)(=O)NCCC(=O)NCc2ccccc2)cc1	4	10	4.9	1	-5	0	-1	11	-0.1
12	COC(=O)[C@H](CC(C)C)NC(=O)CCc1nnc(COc2ccccc2)o1	-1	10	0.5	-1	-8	-6	4	2	0.9
13	C[C@@H]1CCC[C@H](C)N1Cc1nc(Cc2ccccc2Cl)no1	-3	-15	3.3	1	3	-2	9	3	2.4
14	CCNC(=O)Nc1cc(OC)c(OC)cc1C(=O)O	5	1	0.9	1	25	-5	12	8	0.8
15	O=C(CN(Cc1ccco1)C(=O)Cn1nnc(-c2cccs2)n1)NCc1ccccc1	-1	35	5.3	-3	-3	32	4	4	-0.4
16	CC(Sc1nc(-c2ccccc2)cc(C(F)(F)F)n1)C(=O)Nc1ccc2c(c1)OCO2 (stereo not given)	10	19	2.1	6	-11	-2	6	11	0.5
17	COc1cccc([C@H](O)Cn2cc(-c3ccc(CON=C(C)C)cc3)nn2)c1	11	24	1.9	6	9	2	·	7	5.2
18	COc1ccc(NC(=O)C(C)NS(=O)(=O)c2ccc(NC(C)=O)cc2)cc1Cl (stereo not given)	-8	-7	-0.9	1	14	-6	7	-5	-0.3
19	COc1ccc(-n2nnc3c(=O)n(CC(=O)NCC4CCCO4)cnc32)cc1 (stereo not given)	-8	2	0.2	2	14	-2	-1	2	3.6
20	COCC(C)NC(C(=O)Nc1ccc(Cl)c([N+](=O)[O-])c1)c1ccccc1 (stereo not given)	1	14	2.1	-1	10	-5	5	9	1.8
21	CC(C)CN(C(=O)CN1CCN(c2ccc([N+](=O)[O-])cc2)CC1)c1c(N)n(CC(C)C)c(=O)[nH]c1=O	-6	-4	2.8	-2	4	-13	9	10	0.6
22	Oc1c(Br)cc(C2N=C(c3ccccc3)NO2)cc1Br (stereo not given)	-2	2	-0.1	1	2	8	6	9	80*
23	COc1ccc(C(=O)Nc2cc(C)c3c(=O)oc4ccccc4c3n2)cc1	-2	88*	1.4	2	14	-39	12	12	0.9
24	CN(C)CCCNCCCCNC(=O)/C=N/O	-9	12	-0.3	0	-2	-7	·	5	0.8
25	O=[N+]([O-])c1ccc(N2CCN(C(=S)Nc3cccc(F)c3)CC2)cc1	-1	41	-4.1	5	-12	1	5	6	-0.4
26	CC(C)CC(=O)N1CCN(Cc2cccc(F)c2)CC1	-7	3	-1.6	-1	9	7	16	11	1.0
27	CN(c1ccccc1)S(=O)(=O)c1cccc(NC(=O)CSc2nncs2)c1	-7	52	0.8	0	34	38	16	1	0.8
28	Cc1ccc(NCc2nnc(SCC(=O)N3c4ccccc4Sc4ccccc43)o2)c(C)c1	-1	36	1.6	0	9	5	6	6	0.2
29	CCOC(=O)C1(Cc2cccc(OC)c2)CCN(C/C=C/c2ccccc2)CC1	-8	50	1.4	9	-11	18	8	6	0.6
30	Cc1c(NC(=O)CN2CCN(c3ccc([N+](=O)[O-])cc3)CC2)c(=O)n(-c2ccccc2)n1C	-2	1	0.2	0	-5	-12	5	4	0.1

Record cards, from the list above:
COC(=O)Cc1c[nH]c2ccc(OCC(O)CNC(C)C)cc12 (stereo not given) in the list: FXIa inh: -7; CHOP inh: 9; TNF death inh: -0.2; Wee1 degr inh: -1; PPC-1+TRAIL kill: 12; Tb hexokinase: 1; PGE2 EP2 inh: 10; FXIIa inh: -5; zVAD death inh: 1.1
Cc1c(NC(=O)CN2CCN(c3ccc([N+](=O)[O-])cc3)CC2)c(=O)n(-c2ccccc2)n1C in the list: FXIa inh: -2; CHOP inh: 1; TNF death inh: 0.2; Wee1 degr inh: 0; PPC-1+TRAIL kill: -5; Tb hexokinase: -12; PGE2 EP2 inh: 5; FXIIa inh: 4; zVAD death inh: 0.1

Values by screen from the list:
FXIa inh for entries 22–28 → -2, -2, -9, -1, -7, -7, -1

Back to the main list with the three entries that preceded the break.
item	SMILES	FXIa inh	CHOP inh	TNF death inh	Wee1 degr inh	PPC-1+TRAIL kill	Tb hexokinase	PGE2 EP2 inh	FXIIa inh	zVAD death inh
28	Cc1ccc(NCc2nnc(SCC(=O)N3c4ccccc4Sc4ccccc43)o2)c(C)c1	-1	36	1.6	0	9	5	6	6	0.2
29	CCOC(=O)C1(Cc2cccc(OC)c2)CCN(C/C=C/c2ccccc2)CC1	-8	50	1.4	9	-11	18	8	6	0.6
30	Cc1c(NC(=O)CN2CCN(c3ccc([N+](=O)[O-])cc3)CC2)c(=O)n(-c2ccccc2)n1C	-2	1	0.2	0	-5	-12	5	4	0.1
31	CC(=O)Nc1ccc(SCC(=O)c2cc(C)n(-c3ccccc3F)c2C)cc1	7	45	0.9	-3	43	25	9	5	64
32	CC1(c2ccc(C#N)cc2)NC(=O)N(CC(=O)Nc2cc(S(=O)(=O)N3CCOCC3)ccc2Cl)C1=O (stereo not given)	3	3	1.9	-2	5	3	5	12	-1.0
33	COc1cc(CCCN2C(=S)NC[C@H]2Cc2ccc(O)cc2)cc(OC)c1OC	1	30	-0.1	0	-2	-3	11	11	-0.1
34	COc1ccc(/C=N/n2c(N)c(S(=O)(=O)c3cccs3)c3nc4ccccc4nc32)cc1OC	1	24	-3.9	-1	-2	-47	3	-3	-1.0
35	CC(=O)Nc1ccccc1OCc1nnc(-c2ccc(Cl)cc2)o1	-6	-1	0.3	0	2	-2	3	2	0.3
36	c1ccc(Cn2c3ccccc3c3nnc(SCCN4CCCCC4)nc32)cc1	0	-5	-7.8	0	13	-30	3	2	0.1
37	CCOC(=O)c1c(NC(=O)CSc2ccccc2C(=O)O)sc(C)c1C	-2	10	0.1	-5	-15	-7	9	5	5.8
38	COc1ccc(C(C)=O)c(OC(=O)c2ccc(OC)c(OC)c2)c1	8	42	-0.9	-1	18	4	5	16	0.1
39	CC(NC(=O)Nc1ccccc1C(F)(F)F)C1CCCO1 (stereo not given)	2	32	-1.7	1	9	0	5	20	-0.1
40	COc1ccc(-c2cc(OC(=O)c3ccc(F)cc3)c3c(C)oc(C)c3c(=O)c2)cc1	5	-55	0.1	-3	43	-13	4	12	2.7
41	O=C(NCCCn1ccnc1)c1ccc(Cl)cc1	9	9	0.2	0	11	1	8	6	0.4
42	Cc1cc(C(=O)N/N=C/c2c(C)nn(-c3ccccc3)c2Cl)n[nH]1	4	-14	-0.7	-2	5	-5	8	12	1.6
43	O=C(CCC(=O)Nc1ccccc1)NNC(=O)c1ccco1	-7	-6	-1.0	5	13	-2	4	-1	0.0
44	CCOc1cc(-c2c(C#N)c(N)nc3c2CCCC3C)ccc1O (stereo not given)	-3	56	-0.1	0	19	32	6	9	0.1
45	Cn1nc(-c2ccccc2)c(C(O)c2ccccc2C(F)(F)F)c1Cl (stereo not given)	6	-8	-3.8	-1	-5	-1	5	17	-0.3
46	Cc1cc(OCC(=O)Nc2cnn(CCCC(=O)O)c2)ccc1[N+](=O)[O-]	18	12	-0.9	3	12	-14	5	25	-0.6
47	O=C(NC(=S)Nc1nc(-c2cccc([N+](=O)[O-])c2)cs1)c1ccccc1Cl	-6	96*	0.6	-1	27	5	5	1	2.0
48	O=C1c2cccnc2C(Nc2cccc(F)c2)N1Cc1ccco1 (stereo not given)	0	6	-1.3	6	16	-3	3	4	2.2
49	CCOc1ccccc1NC(=O)CCC(=O)Nc1ccc2nc(N3CCN(C)CC3)cc(C)c2c1	-15	-6	-4.3	-1	-22	-17	·	-13	-0.4
50	O=C(NNC(=O)c1sccc1-n1cccc1)c1cccc(Cl)c1	4	32	-3.3	0	27	-10	13	17	0.2
51	Cc1cc(C)cc(NC(=O)COC(=O)[C@@H](NC(=O)c2ccco2)C(C)C)c1	-3	4	-2.4	-2	-13	1	11	14	0.2
52	CCOc1cc(C2C(C#N)=C(N)OC3CCCC(=O)C32)ccc1OCCN1CCOCC1 (stereo not given)	5	22	-2.5	0	10	12	9	18	0.0
53	COc1ccc(/C=C(/NC(=O)c2cccc([N+](=O)[O-])c2)C(=O)O)cc1	-4	13	0.7	-1	-12	-5	14	6	1.6
54	Cc1ccccc1N(CC(=O)NCCSC1CCCCC1)S(=O)(=O)c1ccccc1	-33	25	-3.8	0	26	11	4	13	-0.1
55	Cc1cc2oc(C(=O)Nc3cccnc3)c(C)c2cc1C	-5	6	0.3	1	21	3	11	-1	4.0
56	CC(=O)N1CCc2cc(NS(=O)(=O)c3cccs3)ccc21	3	22	-8.6	-2	-2	4	11	0	0.3
57	COC(=O)c1c(C)[nH]c(C(=O)/C=C/c2ccccc2)c1C	-6	76*	1.7	1	36	-22	4	-1	60
58	O=C(N/N=C/c1ccc([N+](=O)[O-])o1)C1CC1	-4	-19	-1.9	-4	12	-13	7	5	-0.7
59	CCOC(=O)CCCCNCc1ccccc1	21	-1	2.2	0	-5	1	5	18	-0.1

Shown as a hit in CHOP inh (from the list above):
| entry | compound | FXIa inh | CHOP inh | Wee1 degr inh | Tb hexokinase | FXIIa inh |
| --- | --- | --- | --- | --- | --- | --- |
| 23 | COc1ccc(C(=O)Nc2cc(C)c3c(=O)oc4ccccc4c3n2)cc1 | -2 | 88* | 2 | -39 | 12 |
| 47 | O=C(NC(=S)Nc1nc(-c2cccc([N+](=O)[O-])c2)cs1)c1ccccc1Cl | -6 | 96* | -1 | 5 | 1 |
| 57 | COC(=O)c1c(C)[nH]c(C(=O)/C=C/c2ccccc2)c1C | -6 | 76* | 1 | -22 | -1 |
